aSyn rescue: qHTS of alpha-syn Inhibitors. 0.14% of 370,000 active. Potency, µM (titrated, usually from 46.1 µM), for the others: at the highest dose growth rescue (activation), usual class: activators. Yeast expressing alpha-synuclein, growth rescue, BacTiter-Glo, 24 h; also: % of control where 0% means no effect; nearly all actives have a fitted effect of over 65% in size
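Rescue of yeast growth: cells expressing toxic alpha-synuclein, induced in galactose at OD600 0.02, incubated with compound 24 h at 30 C. ATP luminescence quantified growth; inhibitors of toxicity appear as activators.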
EPAC2 antag: qHTS for Antagonist of cAMP-regulated guanine nucleotide exchange factor 2 (EPAC2): primary screen; Rap guanine nucleotide exchange factor 4 (Homo sapiens), Q8WZA2; EPAC2 GEF exchange of Rap1B-BODIPY-GDP, fluorescence; Potency, µM (series often up to 114 µM), for inactives: at the top dose activity, negative = inhibition, hits mostly inhibitors; 0.18% of 360,000 active; AID 720708, 2013; also: % is scaled to controls: 0 for no effect and ±100 for the full control effect; nearly all actives have a fitted effect of over 45% in size; many of its hits are not listed in these tables
EPAC2 ag: qHTS for Agonist of cAMP-regulated guanine nucleotide exchange factor 4 (EPAC2): primary screen. EPAC2 activation, biochemical qHTS; response scale: 100% = 6.5 mM cAMP response. Potency, µM (doses to about 154 µM), inactives show at the top dose activation, most hits filed as activators. 0.079% of 360,000 active. AID 720711, 2013; also: nearly all actives have a fitted effect of over 50% in size
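Readout is BODIPY fluorescence (480 nm excitation, 540 nm emission), which falls as labeled GDP is exchanged off Rap1B. EPAC2 at 100 nM acted on 250 nM RAP1B-BODIPY-GDP with 50 uM GDP present.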
FUS suppressor: qHTS for Suppressors of FUS Proteinopathy: Primary screen using FUS-linked yeast assay; S. cerevisiae FUS-expressing, growth rescue, OD600, 24 h; Potency, µM (doses to about 76.6 µM), inactives show top-dose growth rescue (activation), actives largely listed as activators; 0.24% of 390,000 active;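 also: plate controls were DMSO vehicle for no effect and reference control for full effect; nearly all actives have a fitted effect of over 55% in size; some results filed as inactive show a strong effect at the top dose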
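Quantitative HTS measuring growth restoration of FUS-toxic yeast. Galactose-induced cells (OD 0.005) were exposed 24hr at 30C to compounds at several concentrations, then absorbance at 600 nm was recorded.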
TDP43 rescue: qHTS of TDP-43 Inhibitors. TDP-43 expressing yeast growth rescue, BacTiter-Glo, 24 h. AID 652104, 2013. 1.8% of 410,000 active. Potency, µM (titrated, usually from 46.1 µM), without a hit: at the top dose growth rescue (activation), most hits filed as activators; also: % of control where 0% means no effect; nearly all actives have a fitted effect of over 50% in size
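Yeast expressing TDP-43 (pregrown in raffinose, seeded at OD600=0.02 in galactose medium) exposed to compounds 24 hr at 30 deg C. Growth read by BacTiter-Glo luminescence; rescue of toxicity appears as increased signal.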
EPAC1 antagonist: qHTS for Antagonist of cAMP-regulated guanine nucleotide exchange factor 3 (EPAC1): primary screen | EPAC1 GEF assay, Rap1b-BODIPY-GDP exchange fluorescence | Potency, µM (titrated, usually from 115 µM), inactives show at the top dose activity change, negative = inhibition, usual class: inhibitors | Rap guanine nucleotide exchange factor 3 (Homo sapiens), O95398 | 0.14% of 360,000 active;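 also: plate controls were vehicle for no effect and positive control for full effect; nearly all actives have a fitted effect of over 50% in size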
Target sequence (O95398 whole entry, looked up): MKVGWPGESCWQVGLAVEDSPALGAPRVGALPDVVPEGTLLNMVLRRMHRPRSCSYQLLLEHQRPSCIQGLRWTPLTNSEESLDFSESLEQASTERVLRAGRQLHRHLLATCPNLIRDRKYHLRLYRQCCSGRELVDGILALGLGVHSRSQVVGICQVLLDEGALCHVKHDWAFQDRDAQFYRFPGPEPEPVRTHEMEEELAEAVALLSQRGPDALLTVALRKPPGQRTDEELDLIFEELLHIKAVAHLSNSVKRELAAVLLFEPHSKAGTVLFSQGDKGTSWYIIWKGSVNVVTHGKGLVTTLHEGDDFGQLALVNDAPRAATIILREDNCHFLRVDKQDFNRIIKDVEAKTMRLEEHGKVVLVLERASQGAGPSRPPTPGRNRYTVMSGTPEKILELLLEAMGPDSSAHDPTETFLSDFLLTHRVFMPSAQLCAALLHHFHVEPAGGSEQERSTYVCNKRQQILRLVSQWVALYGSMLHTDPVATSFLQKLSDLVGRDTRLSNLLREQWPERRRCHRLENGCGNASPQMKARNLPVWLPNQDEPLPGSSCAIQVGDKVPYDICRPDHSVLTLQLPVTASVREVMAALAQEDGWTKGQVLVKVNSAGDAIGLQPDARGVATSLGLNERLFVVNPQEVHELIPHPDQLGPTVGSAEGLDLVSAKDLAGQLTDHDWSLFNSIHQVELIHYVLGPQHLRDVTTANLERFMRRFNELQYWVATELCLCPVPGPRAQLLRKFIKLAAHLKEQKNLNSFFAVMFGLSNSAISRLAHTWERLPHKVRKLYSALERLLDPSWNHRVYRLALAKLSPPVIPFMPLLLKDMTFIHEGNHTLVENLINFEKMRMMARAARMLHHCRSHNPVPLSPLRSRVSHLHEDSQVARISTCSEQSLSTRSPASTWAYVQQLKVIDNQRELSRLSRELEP
PTHR1 ag: qHTS for PTHR1 Agonists: Primary Screen; Parathyroid hormone/parathyroid hormone-related peptide receptor (Homo sapiens), Q03431; HEK293 GP2 PTHR1 cells, GloSensor cAMP luminescence, 1 h; Potency, µM (titrated, usually from 115 µM), for inactives: top-dose activation, actives largely listed as activators; 0.075% of 410,000 active; AID 743266, 2014; also: nearly all actives have a fitted effect of over 55% in size; some results filed as inactive show a strong effect at the top dose; inactives centre near -15; many of its hits are not listed in these tables
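HEK-293-derived GP2 cells expressing PTHR1 and a GloSensor cAMP reporter, 3,000/well, plated overnight, given luciferin plus IBMX (each 0.5 mM as added) for 1 h at 37 °C, then compound for 1 h at 37 °C. Luminescence was read after 15 min at room temperature.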
EPAC1 agonist: qHTS for Agonist of cAMP-regulated guanine nucleotide exchange factor 3 (EPAC1): primary screen; 0.073% of 360,000 active; Rap guanine nucleotide exchange factor 3 (Homo sapiens), O95398; EPAC1 agonist qHTS, biochemical assay; response scale: 100% = response to 6.5 mM cAMP; Potency, µM (titrated, usually from 154 µM), for the others: at the highest dose activation, most hits filed as activators; AID 720707, 2013; also: nearly all actives have a fitted effect of over 60% in size
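Nucleotide exchange assay: 100 nM EPAC1 with 250 nM Rap1B loaded with BODIPY-GDP and 50 uM GDP, room temperature. Fluorescence (480/540 nm) read every 5 min for 30 min; signal change normalized to 6.5 mM cAMP as full agonist.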
The depositor's hits bear a star; i = inactive; ? = inconclusive; nt = no result given; [ ] = another dose, or the depositor's remark. Calls follow the shape of the dose curve; as a rule, active = well fitted curve in the direction sought with a large enough effect; inconclusive = small, poorly fitted or top-dose-only effect, or another doubt; inactive = no such curve, though single readings can be large; an effect the other way counts as inactive or inconclusive. Potency is read from the fitted curve at half-maximal effect. A portion of the library; the hit share may differ from the screen's.

SMILES	aSyn rescue	EPAC2 antag	EPAC2 ag	FUS suppressor	TDP43 rescue	EPAC1 antagonist	PTHR1 ag	EPAC1 agonist
COc1ccc(N2CCN(S(=O)(=O)CCNC(=O)COc3ccccc3OC)CC2)cc1	-1.8%	7.1%	2.3%	20.6%	3.0%	-16.8%	i	-7.9%
O=C(Cc1c[nH]c2ccccc12)Nc1ccc(N2CCOCC2)cc1	-8.5%	2.9%	6.5%	6.0%	4.4%	-14.2%	i	7.6%
CCN1C(=O)c2ccccc2Sc2ccc(C(=O)NCCC(C)C)cc21	15.1%	2.1%	-0.8%	36.9%	-2.3%	-15.6%	-68.1%[inhibitor]	5.1%
N#CC1C=Cc2ccccc2N1C(=O)c1ccccc1 (configuration not stated)	10.3%	-5.5%	6.9%	1.2%	7.7%	-6.4%	i	-5.8%
CCCCCCCCCCCCCCCCn1cc[n+](CC(C)=O)c1	-59.4%[inhibitor]	-16.9%	8.3%	?	14.1%	-3.9%	-20.9%	-2.1%
O=C(O)C1C2CCC(C2)C1C(=O)NCCc1ccccc1 (configuration not stated)	8.2%	-1.8%	-7.6%	-9.4%	5.6%	-11.8%	-1.9%	-3.6%
Cc1c(NC(C)c2cc(Cl)ccc2O)c(=O)n(-c2ccccc2)n1C (configuration not stated)	4.9%	-20.6%	0.0%	-7.5%	-2.8%	-5.7%	-13.8%[57.5 µM]	-4.7%
CC1CCC(C(C)C)C(=O)/C1=C/c1ccc(N)cc1 (configuration not stated)	20.5%	-6.3%	-2.4%	47.9%	17.0%	-12.8%	i	-5.9%
COC(=O)NCC1(C)CC(NC(=O)OC)CC(C)(C)C1 (configuration not stated)	5.8%	4.8%	9.9%	20.1%	7.2%	3.8%	i	-0.5%
Cc1ccc(CC(=O)O/N=C(\N)Cc2ccc([N+](=O)[O-])cc2)cc1	-1.7%	2.5%	6.8%	1.4%	-7.3%[0.397 µM]	-9.5%	-4.4%	-0.2%
COCCn1c(=O)[nH]c2cc(C(=O)NCCN3CCN(c4ccc(OC)cc4)CC3)ccc2c1=O	?	13.1%	0.6%	8.0%	-17.2%	-4.8%	-4.2%	2.7%
O=C(NC1CC1)c1ccc(-c2ccccc2)cc1	10.7%	-1.1%	19.2%	3.9%	?	7.2%	i	5.7%
Cc1ccc([C@H]2C[C@@H](O)[C@H](n3cc(-c4ccc(F)cc4)nn3)CN2C(=O)C2CCCCC2)cc1	5.9%	1.9%	0.9%	?	?	-7.5%	-27.9%	-7.6%
CCCc1cc(C(=O)N2CCC(N3CCC(C(=O)NC(C)C)CC3)CC2)n(C)n1	1.8%	5.1%	3.2%	-15.5%	-16.9%[0.397 µM]	10.7%	i	-4.9%
Cn1c(=O)c2cc(S(=O)(=O)Nc3cc(C(=O)O)cc(C(=O)O)c3)ccc2n(C)c1=O	-0.2%	2.5%	3.1%	-6.1%	-6.3%	-8.0%	i	10.2%
CCOC(=O)NS(=O)(=O)c1ccc(CCNC(=O)c2cc(C)on2)cc1	0.4%	-2.0%	-4.3%	nt	-24.3%	-2.4%	-21.9%	-13.2%
O=C(NCc1ccco1)C1CC2CCC1C2 (configuration not stated)	-0.3%	-3.7%	4.7%	12.2%	-77.4%[inhibitor]	-18.3%	?	-21.3%
O=C(C[C@H]1C=C[C@@H](NC(=O)c2ccncc2)[C@@H](CO)O1)NCC1CC1	2.2%	6.1%	1.0%	-10.5%	22.3%	-2.6%	i	14.0%
O=C(O)CSc1ccn(Cc2ccccc2)c1	-0.2%	4.0%	6.2%	-30.7%	3.9%	4.8%	-2.4%	0.9%
COC(=O)Nc1ccc(S(=O)(=O)NC2CCCCC2)cc1	1.9%	-2.8%	3.5%	-28.6%	3.5%	-24.5%	-8.8%	-16.7%

Among those listed so far, 2 contain an aryl methoxy group:
SMILES	aSyn rescue	EPAC2 antag	EPAC2 ag	FUS suppressor	TDP43 rescue	EPAC1 antagonist	PTHR1 ag	EPAC1 agonist
COc1ccc(N2CCN(S(=O)(=O)CCNC(=O)COc3ccccc3OC)CC2)cc1	-1.8%	7.1%	2.3%	20.6%	3.0%	-16.8%	i	-7.9%
COCCn1c(=O)[nH]c2cc(C(=O)NCCN3CCN(c4ccc(OC)cc4)CC3)ccc2c1=O	?	13.1%	0.6%	8.0%	-17.2%	-4.8%	-4.2%	2.7%

New compounds follow:
SMILES	aSyn rescue	EPAC2 antag	EPAC2 ag	FUS suppressor	TDP43 rescue	EPAC1 antagonist	PTHR1 ag	EPAC1 agonist
O=c1ccc2cc(S(=O)(=O)N3CCCC3)ccc2[nH]1	2.5%	nt	nt	-17.3%	?	nt	i	nt
CCOc1ccc2sc(NS(=O)(=O)c3ccc(N)cc3)nc2c1	1.7%	-5.2%	-0.6%	-7.7%	-23.4%	-17.5%	i	13.0%
COc1cc2oc3ccccc3c2cc1N(CC(=O)N(C)C)S(=O)(=O)c1ccccc1	-3.9%	0.8%	7.6%	?	-20.5%	-2.4%	i	7.9%
CN1CCN(c2nc3c(c(=O)n(C)c(=O)n3C)n2Cc2ccccc2Cl)CC1	-0.1%	4.9%	11.4%	-8.3%	7.1%	-7.7%	-1.4%	16.3%
COc1ccccc1N1CCN(C(=O)C(=O)c2cn(CC(=O)N3CCOCC3)c3ccccc23)CC1	5.0%	-8.8%	-0.6%	8.0%	18.8%	-6.3%	i	-7.4%
COC(=O)CCCC(=O)N1CCCC(C(=O)c2ccc(-c3ccccc3)cc2)C1 (configuration not stated)	3.9%	0.4%	4.4%	37.8%	23.5%	-5.4%	-40.1%[inhibitor]	0.8%
CCOC(=O)c1c(C)[nH]c(C(=O)N/N=C\c2ccccc2Cl)c1C	-2.0%	2.5%	-9.9%	nt	9.6%	0.8%	-28.4%	-9.7%
Cn1c(=O)c2cc(NC(=S)NC3CCCCC3)ccc2n1Cc1ccc(F)cc1	0.1%	-16.5%	7.0%	28.6%	28.3%	-23.4%	-8.8%	-6.7%
COc1cc(C(C)=O)ccc1Oc1ncnc2c1cnn2-c1cccc(Cl)c1	-6.4%	7.3%	1.7%	nt	23.4%	-18.0%	-22.1%	4.5%
COc1ccc(OC)c(CNC(=O)C2CCN(C(=O)N(C)C)CC2)c1	0.0%	-3.2%	13.1%	-1.8%	-11.6%	0.8%	-5.4%[57.5 µM]	5.3%
O=C(Nc1cccc2ccccc12)C(=O)C1C(=O)Nc2ccccc21 (configuration not stated)	6.5%	-8.5%	6.2%	30.2%	-25.9%	-27.7%	-6.2%	-6.8%
Clc1ccccc1Nc1nc2ccccc2o1	-12.8%	-13.5%	11.2%	-9.5%	18.2%	1.5%	-78.0%[inhibitor]	10.9%
COc1ccc(Cc2nc(-c3ccccc3)no2)cc1	-9.2%	-4.4%	5.0%	5.8%	-0.3%	-5.1%	i	14.8%
Cc1ccc2nc(C(O)C(O)c3nc4ccc(C)cc4[nH]3)[nH]c2c1 (configuration not stated)	-1.7%	-3.1%	3.7%	26.7%	-10.4%	-3.1%	-24.8%	10.6%
O=C(CNC(=O)C1CCCCC1)NCCCO	0.4%	9.8%	2.7%	10.5%	-5.1%	19.9%	i	-3.7%
Cc1cc(Cl)ccc1NC(=O)COC(=O)c1c(C)noc1C	-1.7%	22.1%	1.5%	-13.3%	5.1%	-5.9%	i	-8.8%
CCCNc1nc2c(c(=O)[nH]c(=O)n2C)n1Cc1cccc(Br)c1	-3.5%	20.4%	2.2%	22.0%	-18.0%	19.9%	i	3.0%
CC(=O)OCC1OC(n2c(-c3ccc(Cl)cc3)ccc(C#N)c2=S)C(OC(C)=O)C(OC(C)=O)C1OC(C)=O (configuration not stated)	2.2%	10.4%	-6.7%	nt	14.9%	1.6%	i	-6.4%
COc1cccc(-c2sc3ccc(OC)cc3c2C#CC(C)(C)O)c1	-21.5%	?	11.4%	?	17.8µM*	-16.7%	-5.4%	-8.9%
Cc1cc(NC(=O)c2sc(Nc3cccc(C(F)(F)F)c3)nc2N)no1	-0.5%	-6.7%	11.4%	23.2%	10.8%	-1.8%	-16.3%[57.5 µM]	-9.2%
c1ccc(C2(c3ccccc3)OCC(Cn3cncn3)O2)cc1 (configuration not stated)	-9.6%	10.8%	-2.0%	-7.5%	2.1%	1.2%	-13.5%	-10.8%
C=CCN=C1CC(C)(C)C(C(=O)OC)C(O)=C1C(=O)CCC (configuration not stated)	-8.5%	-12.5%	8.1%	3.7%	-22.4%	5.6%	-6.6%	12.1%
CCn1c(SCC(=O)NCc2ccco2)nnc1C1CCCC1	10.4%	4.9%	5.1%	-12.5%	5.4%	7.1%	-1.5%	-0.6%
CN(Cc1nc2c(s1)CCCC2)C(=O)CCc1nnc(-c2ccc3c(c2)OCO3)o1	2.0%	7.5%	-8.7%	10.8%	15.5%	?	i	0.2%
Clc1ccc(CN2CCN(c3ccccc3)CC2)cn1	-1.1%	-3.3%	6.8%	-3.6%	18.8%[9.22 µM]	16.4%	i	1.7%
COC(=O)/C=C1\SC(=Nc2ccc(Cl)c(Cl)c2)NC1=O	3.7%	-2.3%	-1.7%	-0.4%	1.0%	-12.1%	-46.3%[inhibitor]	3.4%
O=C1/C(=C/c2cccs2)CCC1C1CCCC1 (configuration not stated)	-7.9%	3.9%	12.7%	9.1%	1.3%	10.3%	-26.6%	-1.2%
O=C(CSc1nc2ccccc2s1)NC1CCCC1	-0.4%	0.4%	0.4%	2.4%	-10.0%	8.9%	i	6.8%
CN(Cc1ccccc1)C(=O)CCCn1c(=O)[nH]c2cc(Cl)ccc2c1=O	6.1%	-4.6%	-3.6%	-3.2%	13.0%	-10.9%	-15.8%	-5.4%
COc1cc(OC)c2c(-c3ccccc3)cc(=O)oc2c1C(CC(=O)N1CCOCC1)c1ccc(N(C)C)cc1 (configuration not stated)	1.5%	-23.1%	7.0%	30.1%	2.9%	-6.5%	i	19.0%
